Source: PubChem BioAssay (several laboratories)
NPY Y1 blocker: blocks the human neuropeptide Y Y1 receptor | HEK293-CNG Y1 cells, membrane potential fluorescence; NPY at EC95, then isoproterenol | inhibition, % at 3.6 µM | actives 1% (n = 200,000) | AID 1040;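 active means inhibition above the campaign mean inhibition of all tested compounds plus 3 SD, cut at about 20% in these data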;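 further: 0% = DMSO wells given NPY plus isoproterenol and 100% = isoproterenol alone without NPY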
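Test system: HEK293 cells co-expressing NPY Y1 receptor and cyclic-nucleotide gated channel; Also added: NPY (25 nM), isoproterenol (1 µM), Ro 20-1724 (25 µM); Compound dosing: one concentration, 3.6 µM, in 0.4% DMSO; Timing: dye 3 h, compound 60 min room temperature, stimulation 45 min; Technique: Membrane-potential fluorescent dye readout.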
MDM2 E3 inh: Mdm2 E3 ligase (human) inhibition; cell-based MDM2 ubiquitination luciferase reporter, 2 h; 0 = plate control, 100 = twice control, blank-subtracted; actives 0.11% (n = 210,000); Q00987; signal enhancement, % at 5 µM;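 active means signal enhancement of 30% or more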;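 further: luminescence tracks abundance of the self-degrading MDM2-luciferase fusion protein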
Target sequence (Q00987 whole entry, looked up, the tested form may be a part): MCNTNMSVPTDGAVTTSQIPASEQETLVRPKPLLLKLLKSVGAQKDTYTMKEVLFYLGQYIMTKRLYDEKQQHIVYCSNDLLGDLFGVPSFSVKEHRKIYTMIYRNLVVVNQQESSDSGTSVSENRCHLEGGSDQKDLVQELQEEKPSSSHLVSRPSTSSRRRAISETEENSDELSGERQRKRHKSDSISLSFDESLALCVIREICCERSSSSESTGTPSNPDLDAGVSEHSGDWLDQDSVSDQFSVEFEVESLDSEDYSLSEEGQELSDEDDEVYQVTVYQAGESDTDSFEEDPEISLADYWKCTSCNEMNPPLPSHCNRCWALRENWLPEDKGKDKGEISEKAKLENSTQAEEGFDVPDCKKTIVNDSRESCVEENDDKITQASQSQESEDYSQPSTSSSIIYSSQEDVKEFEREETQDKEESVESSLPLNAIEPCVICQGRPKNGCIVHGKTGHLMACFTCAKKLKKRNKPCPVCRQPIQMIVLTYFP
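system = mammalian cells stably expressing self-ubiquitinating, self-degrading MDM2 E3–luciferase fusion | quantity = 2000 cells per well seeded | incubation = 4 h cell settling then 2 h compound exposure, 37 °C | signal = SteadyLite luminescence, 15 min reagent step | benchmarks = plate control and blank wells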
Runt-CBFb FRET: inhibitors of human RUNX1 Runt domain binding to CBFb. inhibition, % at 20 µM. Cerulean-Runt/Venus-CBFb FRET ratio 530/480, 1 h. actives 0.46% (n = 220,000). Q01196+Q13951. AID 1496;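 active means inhibition over about 50% at 20 µM in the single-dose screen, limit read from the data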;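 further: 0% = DMSO wells and 100% = excess unlabeled CBFb competitor control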
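Assay system: Cerulean-Runt domain / Medium: Tris 50 mM pH 7.5, KCl, K2SO4, 0.01% BSA / Timing: protein complex preformed 1 h, compound exposure 1 h, room temperature, dark / Measured by: FRET, excitation 422 nm, emission at 530 and 480 nm / Evaluation: loss of energy transfer signal / Control set: 5 µM unlabeled CBFb as full-inhibition high control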
p97 ATPase inh: human p97 ATPase inhibition; inhibition, % at 8 µM; P55072; recombinant p97 ATPase, Kinase-Glo ATP luminescence, 3 h; actives 0.42% (n = 220,000); in the data active means inhibition above about 15%;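 further: 0% = DMSO vehicle and 100% = wells lacking enzyme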
NPY-Y1 PAM-ag: human NPY-Y1 potentiation or agonism, primary screen | P25929 | NPY-Y1 expressing cells, potentiator/agonist activation | activation, % at 3.6 µM | actives 0.37% (n = 220,000); in the data active means activation above about 33%, passing the limit was not always enough;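 further: cells stimulated with NPY at EC10 then isoproterenol at EC100; 0% = low agonist plus stimulus and 100% = saturating agonist plus stimulus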
Runt-SMMHC FRET: blocks binding of human RUNX1 Runt domain to CBFb-SMMHC; Q01196+Q13951; Cerulean-Runt/Venus-CBFb-SMMHC FRET ratio 530/480, 1 h; inhibition, % at 20 µM; actives 0.74% (n = 220,000); AID 1434;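 active means mean inhibition across duplicate retests at 20 µM reaching about 50%, limit read from the data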;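 further: 0% = DMSO wells and 100% = wells with excess untagged CBFb-SMMHC; inhibitors lower the FRET ratio by blocking Runt binding to CBFb-SMMHC; some results filed as inactive read as strong as hits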
RBBP9 inhibitor: human RBBP9 hydrolase inhibition; O75884; recombinant RBBP9, FP-Rh probe fluorescence polarization; inhibition, % at 7.94 µM; actives 0.2% (n = 220,000);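 active means inhibition above the campaign mean of all tested compounds plus 3 SD, cut at about 14% in these data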;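 further: plate controls were DMSO wells with RBBP9 for no effect and wells lacking RBBP9 protein for full effect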
Target sequence (O75884 whole entry, looked up): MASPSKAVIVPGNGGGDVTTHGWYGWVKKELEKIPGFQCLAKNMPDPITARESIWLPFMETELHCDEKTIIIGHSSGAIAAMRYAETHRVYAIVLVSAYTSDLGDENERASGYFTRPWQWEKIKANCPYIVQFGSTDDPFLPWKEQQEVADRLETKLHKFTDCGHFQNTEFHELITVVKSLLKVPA
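Measured by – fluorescence polarization · Test system – RBBP9 protein · Input – 2.5 µM RBBP9 dispensing solution, before mixing · Measure – percent inhibition from mP, scaled between DMSO and no-protein wells · Benchmarks – DMSO-treated enzyme wells and wells lacking RBBP9 · Times – preincubation 30 min plus labeling 45 min at 25 °C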
NPY-Y2 PAM-ag: human NPY-Y2 potentiation or agonism, primary screen. activation, % at 3.6 µM. AID 1359. cells expressing NPY-Y2, potentiator/agonist read-out. actives 0.45% (n = 220,000). P49146; in the data active means activation above about 27%;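 further: cells stimulated with NPY near EC25 plus isoproterenol at EC100; 0% = vehicle plus submaximal agonist and 100% = vehicle plus saturating agonist; some results beyond the cut were filed as inactive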
Target sequence (P49146 whole entry, looked up): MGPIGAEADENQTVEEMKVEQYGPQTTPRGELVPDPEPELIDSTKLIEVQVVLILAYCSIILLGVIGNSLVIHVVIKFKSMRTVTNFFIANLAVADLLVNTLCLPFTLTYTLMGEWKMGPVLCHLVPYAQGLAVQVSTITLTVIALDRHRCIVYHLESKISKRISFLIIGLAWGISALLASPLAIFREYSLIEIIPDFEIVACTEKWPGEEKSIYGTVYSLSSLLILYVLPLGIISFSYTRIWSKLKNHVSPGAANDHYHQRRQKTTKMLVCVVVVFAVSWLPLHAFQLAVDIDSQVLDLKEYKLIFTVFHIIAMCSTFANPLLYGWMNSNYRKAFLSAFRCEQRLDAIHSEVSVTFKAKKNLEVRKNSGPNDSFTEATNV
Hck Nef HTS: human Hck-Nef kinase inhibition; Recombinant Hck-YEEI plus Nef, Z-Lyte FRET kinase assay; inhibition, % at 20 µM; P08631; actives 0.68% (n = 220,000);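 active means Hck-Nef kinase inhibition above about 50%, limit read from the data; inactive means inhibition below that limit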;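 further: 0% = DMSO with Hck plus Nef and 100% = Hck alone without Nef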
Active calls of the source: *; . = not tested or not shown; + = active, no number.

SMILES	NPY Y1 blocker	MDM2 E3 inh	Runt-CBFb FRET	p97 ATPase inh	NPY-Y1 PAM-ag	Runt-SMMHC FRET	RBBP9 inhibitor	NPY-Y2 PAM-ag	Hck Nef HTS
Cc1cccc2cc(C3CC(c4ccco4)=NN3S(=O)(=O)c3ccccc3)c(Cl)nc12 (configuration not stated)	7	2	-2	3	14	-2	-1	12	1
O=C(NC(Cc1ccccc1)C(=O)O)c1ccccc1 (configuration not stated)	4	-2	0	-4	0	0	-6	3	-8
Cc1ccc(S(=O)(=O)N(C)c2ccc(C(=O)N3CCc4ccccc4C3)cc2)cc1	13	-20	-1	1	-3	-3	3	-5	4
Cc1ccc(C(=O)Nc2cccc(N(C)S(C)(=O)=O)c2)cc1S(=O)(=O)Nc1ccccc1	-5	-2	-2	1	19	1	-6	-2	0
N/C(=N\c1nc(CSc2ccc(Cl)cc2)cc(=O)[nH]1)Nc1cccc2ccccc12	0	-8	0	3	0	2	-2	-7	0
COCCSc1ccccc1C(=O)Nc1nnc(COC)s1	-3	-5	2	4	0	0	0	1	0
N#CC1=C(N)Oc2cc(N)ccc2C1c1cccnc1 (configuration not stated)	-2	-4	-4	7	13	-4	-9	5	0
COCCCNC(=O)Cc1coc2ccc3ccccc3c12	5	-7	0	1	-7	-1	-1	-13	0
CC(C)CC(=O)NCC(C)NC(=O)CC(C)C (configuration not stated)	-1	0	2	7	4	-8	-1	16	1
CCCNC(=O)Nc1ccsc1C(=O)OC	-3	4	1	6	25	-2	1	6	12
CC1CCCCN1C(=O)C(Cc1ccccc1)N1C(=O)C2CCCCC2C1=O (configuration not stated)	6	-8	0	0	-11	3	-3	8	-5
O=C(C1CCN(S(=O)(=O)c2cccc3nsnc23)CC1)N1CCc2ccccc2C1	2	-11	-2	8	-4	4	6	3	10
O=C(COc1ccc(Cl)cc1)Nc1cccc(-c2ccc3nncn3n2)c1	-3	-25	-8	0	7	-1	1	-5	-25
Cc1cccc(NC(=S)Nn2cnnc2)c1C	0	-18	5	1	2	-7	-5	4	25
O=C(N/N=C/C1CC=CCC1)c1ccc(Cl)cc1O (configuration not stated)	8	-8	2	-5	-6	2	-6	3	2
COC(=O)c1c(O)c2c([nH]c1=O)CCCC2	2	-15	3	1	8	1	2	-4	-2
O=C(COc1ccc(Cl)cc1)Nc1ccc(Cl)cn1	-1	-8	-1	2	-23	-1	-3	-15	2
CC(=O)Nc1cccc(-c2nnc3c4ccccc4c(C)nn23)c1	3	-10	.	4	15	.	1	2	20
O=C1CCN(c2ncccc2[N+](=O)[O-])CC1	4	-12	-1	-3	-19	1	-11	0	18
Cc1oc2cc(O)ccc2c(=O)c1Oc1ccccc1Br	-2	-11	1	9	-6	4	0	-11	-1
COCCN1Cc2cc3cc(C)ccc3nc2SC1=Nc1ccc(OC)cc1	1	-5	8	2	20	12	3	3	16
CCc1ccc2c(c1)cc(CN(C(=S)Nc1ccccc1C)C1CC1)c1nnnn12	2	-25	-4	-4	-25	-7	-4	-5	2
COC(=O)c1scc(C)c1N1C(=O)c2ccccc2C1=O	.	-6	1	2	11	-4	2	6	11
COc1ccc(CCNC(=O)NC23CC4CC(CC(C4)C2)C3)cc1OC	-4	5	-4	0	4	0	4	-10	0
Clc1ccc(-c2cn3c(n2)CCC3)cc1	-1	-2	-2	-6	8	1	-6	7	0
O=C(O)/C(=C/c1cccnc1)NC(=O)c1ccccc1	-2	-7	-1	-1	-9	4	-7	-5	0
C#CCOCCOCCOCCNc1nc(N2CCN(C(=O)Cn3cc(CC(C)O)nn3)CC2)nc(N2CCN(C(=O)[C@H](CCCCN)n3cc(CCC(=O)O)nn3)CC2)n1 (some centres not stated)	0	.	-1	0	-28	4	-10	6	0
O=C(N=C1c2ccccc2CN1c1ccc(F)c(F)c1)c1cccnc1	4	-14	0	-3	6	-6	-9	-4	-2
CC(Sc1nnc(-c2cccnc2)n1-c1ccccc1F)C(=O)N1CCCc2ccccc21 (configuration not stated)	9	.	1	3	9	-1	-5	10	3
CCn1c(=N)c(C(N)=O)cc2c(=O)n3cccc(C)c3nc21	-3	.	.	-2	16	.	-1	-1	+
CCC(=O)N(Cc1cc(=O)[nH]c2ccccc12)c1cccc(C)c1	-11	1	0	6	11	5	-7	6	3
CCCCC(C(=O)NC1CCCC1)N(Cc1ccco1)C(=O)Cn1nnc(-c2ccc(F)cc2)n1 (configuration not stated)	7	-17	0	-2	10	-5	2	1	2
Cc1cc(C)nc(OC(=O)c2ccc(Cl)cc2Cl)n1	0	-26	-1	2	9	-3	-3	11	5
O=C(Nc1ccccn1)C1COc2ccccc2O1 (configuration not stated)	3	0	0	-5	-15	-4	-8	-6	5
CCOc1cc(C(=O)Nc2c(C)ccc3nsnc23)cc(OCC)c1OCC	3	-7	-2	-5	3	-8	-4	-7	10
COc1ccc(NC(=O)C(Sc2ccccc2)c2ccccc2)c(OC)c1 (configuration not stated)	19	-11	-2	-2	-14	1	-5	-9	0
CNCc1ccccc1Sc1cc(O)ccc1O	9	-7	52*	-2	-6	44	18*	6	2
COc1ccc(C/C(C)=N/NC(=S)Nc2ccc(C)c(C)c2)cc1	2	-2	6	7	-1	4	-8	19	3
C/C(Cn1nnc([N+](=O)[O-])n1)=N\NC(=O)c1ccccc1O	.	-2	0	3	-43	4	1	-19	4
COc1ccc2c(CC(=O)NCc3cccs3)coc2c1	-1	-8	7	3	-1	-2	-6	3	0

Arranged by number of heavy atoms (smallest number first): part of the list above
SMILES	NPY Y1 blocker	MDM2 E3 inh	Runt-CBFb FRET	p97 ATPase inh	NPY-Y1 PAM-ag	Runt-SMMHC FRET	RBBP9 inhibitor	NPY-Y2 PAM-ag	Hck Nef HTS
CNCc1ccccc1Sc1cc(O)ccc1O	9	-7	52*	-2	-6	44	18*	6	2
O=C(O)/C(=C/c1cccnc1)NC(=O)c1ccccc1	-2	-7	-1	-1	-9	4	-7	-5	0
COc1ccc2c(CC(=O)NCc3cccs3)coc2c1	-1	-8	7	3	-1	-2	-6	3	0
COc1ccc(CCNC(=O)NC23CC4CC(CC(C4)C2)C3)cc1OC	-4	5	-4	0	4	0	4	-10	0

Other entries:
SMILES	NPY Y1 blocker	MDM2 E3 inh	Runt-CBFb FRET	p97 ATPase inh	NPY-Y1 PAM-ag	Runt-SMMHC FRET	RBBP9 inhibitor	NPY-Y2 PAM-ag	Hck Nef HTS
COC(=O)c1sc(S(=O)(=O)N2CCCCC2C(=O)O)c(C(=O)OC)c1C (configuration not stated)	-1	-19	0	1	1	-3	-5	4	-12
COc1ccc(CCC(=O)NCCCNC(=O)CCc2ccc(OC)cc2)cc1	6	-5	-1	4	17	2	-7	5	2
O=[N+]([O-])c1cccc(/C=C/C=N/Nc2nc(N3CCCCC3)nc(N3CCCCC3)n2)c1	-4	-23	-2	5	3	-2	6	18	-7
Cc1nn(-c2ccccc2)c2sc(C(=O)N3CCc4ccccc4C3)cc12	11	-10	-3	1	-23	-2	-16	-9	-8
ClC(/C=N/n1cnnc1)=C/c1ccccc1	.	-1	0	3	19	-3	-13	8	21
O=C(C1CCCC1)N(c1ccccc1)C1C=CS(=O)(=O)C1 (configuration not stated)	2	-10	1	6	9	0	-7	16	-4
CC(C)CN(C(=O)CSc1nnnn1-c1ccccc1)c1c(N)n(CC(C)C)c(=O)[nH]c1=O	4	-6	-10	1	11	-2	-1	1	16
Cn1cc(Br)c(C(=O)N/N=C/c2cccc(OC3CSC3)c2)n1	-2	-13	4	-1	-3	-2	-10	-3	5
Cc1cccc(NC(=O)Nc2ccc(C#N)cc2)n1	4	-33	2	1	14	-1	5	11	-3
CC(C)c1ccc(/C=C/C(=O)n2nnc3ccccc32)cc1	-1	-4	-2	-2	-13	-2	-6	-4	-30
Cc1ccc(S(=O)(=O)NNC(=S)Nc2ccc(Cl)cc2)cc1	.	-10	3	1	-12	2	-3	-5	18
CN1CC=C2C(C#N)=C(N)C(C#N)(C#N)C(Cc3ccccc3)C2C1 (configuration not stated)	1	16	110*	1	14	78*	-2	5	13
O=C(Nc1ccccc1)N1CCCN(c2ccc(C(F)(F)F)cn2)CC1	.	-11	0	0	8	0	-11	5	14
COc1ccc(S(=O)(=O)N2CCCCC2)cc1NCC(=O)Nc1ccc(C)cc1	.	.	-1	-5	8	0	-2	-17	2
Cc1ccc2cc3cc(C(=O)N4CCCCCC4)oc3nc2c1	-5	-39	-3	-1	15	6	7	10	2
CCOc1ccc(C2Nc3cccc4cccc(c34)N2)cc1OC	0	-3	-17	3	-5	-32	4	3	5
CCCCCSc1nc2c(c(=O)[nH]c(=O)n2C)n1C(C)C	0	-10	0	4	-10	-2	-9	16	21
COC(C(=O)Nc1ccc(S(=O)(=O)Nc2ccc(F)cc2)cc1)c1ccccc1 (configuration not stated)	-8	-13	0	1	32	0	-8	23	1
COCCCN=CC1=C(O)CC(C)(C)CC1=O	8	-8	5	4	19	-2	-3	12	2
Cn1c(SCc2nc(-c3ccccc3)no2)nnc1-c1ccco1	7	-18	5	-3	-25	-5	-9	-11	0
Cc1ccc(N=CC=C2OC(C)(C)C(C)(C)O2)c(C)c1	8	-20	-4	2	-26	1	-5	-8	2
COCCN(CCOC)c1ncnc2c1cnn2-c1ccc(Cl)cc1	2	-15	-1	-8	-12	-12	-8	5	1
CCO[C@H]1OC(C(=O)NCc2nc3ccccc3[nH]2)=C[C@@H](C)[C@@H]1CCCO	1	.	-1	7	12	-6	-6	22	-21
O=C1CC(NCc2ccccc2F)C(=O)N1c1ccccc1 (configuration not stated)	3	-2	0	6	1	4	0	2	1
CN1C(=O)C(O)(CC(=O)c2ccncc2)c2ccccc21 (configuration not stated)	6	-17	0	-1	-29	2	-3	-12	-22
O=C1c2ccccc2NC(c2ccccn2)N1NS(=O)(=O)c1ccccc1 (configuration not stated)	-3	6	1	3	6	4	-5	-1	26
COc1ccccc1C(=O)NC(=S)Nc1ccc(N2CCOCC2)c(Cl)c1	1	-11	0	2	21	3	2	-12	28
O=C(NNC(=O)C1CCC(C(=O)NNC(=O)c2cccs2)CC1)c1cccs1 (configuration not stated)	-1	-11	-1	11	18	-2	-4	12	11
